Assay outcomes: PubChem, National Center for Advancing Translational Sciences (NCATS)
SW480 rerep: induces DNA re-replication in SW480 colon adenocarcinoma cells; AID 624297; SW480 DNA re-replication, Hoechst DNA content imaging, 48 h; Potency, µM (titrated, usually from 46.1 µM), for the others: at the highest dose re-replication activation, actives largely listed as activators; 340,000 compounds, 1.8% hits; note: potency is the fitted concentration of half-maximal effect; % of control where 0% means no effect; nearly all actives have a fitted effect of over 55% in size
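Hoechst fluorescence of nuclei (405 nm excitation, 500-530 nm emission) measured by plate-scanning imager after 48 hr compound exposure at 37 C; re-replication scored as increased number of nuclei with elevated intensity.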
IL1B secr inh: inhibitors of inflammasome signaling (IL-1 beta secretion); activity change, % at 57.5 µM; 360,000 compounds, 4.7% hits; AID 743279; THP-1 LPS/ATP IL-1B secretion, AlphaLISA, 16 h; stronger effect = lower value; in the data active = activity change below about -50%; inconclusive = mostly about -30% to -49%; note: % is set by controls: 0 for no effect and ±100 for the full control effect
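THP-1 cells pretreated 1 hr with compounds (up to 57.5 uM final), then stimulated with LPS (250 ng/mL final) plus ATP (1.25 mM final); secreted IL-1B measured by AlphaLISA after 16 hr, decreased signal indicating inhibition.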
KB-V1 cytotox: KB-V1 MDR subline cytotoxicity; KB-V1 MDR cells viability, CellTiter-Glo, 72 h; Potency, µM (top dose mostly 46.1 µM), for inactives: at the highest dose activity change, negative = cytotoxicity, hits mostly cytotoxic; 400,000 compounds, 3.4% hits; AID 1347076; note: potency is the fitted concentration of half-maximal effect; % is set by controls: 0 for no effect and ±100 for the full control effect; nearly all actives have a fitted effect of over 60% in size
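KB-V1, DMEM (no phenol red) + 10% FBS; cpd pin-transferred, titration series; 72 h, 37 degrees C; CellTiter-Glo, luminescence. Data normalized, curve-fit.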
KB-3-1 cytotox: KB-3-1 parental cell cytotoxicity. KB-3-1 viability, CellTiter-Glo ATP luminescence, 72 h. Potency, µM (series often up to 46.1 µM), inactives show at the top dose activity change, negative = cytotoxic, most hits filed as cytotoxic. 400,000 compounds, 1.4% hits; note: potency is the fitted concentration of half-maximal effect; % is set by controls: 0 for no effect and ±100 for the full control effect; nearly all actives have a fitted effect of over 60% in size
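KB-3-1 cells, DMEM (no phenol red) + 10% FBS; compound by pin transfer, 72 h, 37 °C. Readout: CellTiter-Glo luminescence after 10 min. Data normalized, curve-fitted.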
HT1080NT lethal: kills 2HG-producing HT-1080-NT fibrosarcoma cells; AID 686970; Potency, µM (top dose mostly 46.1 µM), for inactives: at the highest dose activity, negative = less viability, usual class: cytotoxic; 360,000 compounds, 1.6% hits; HT-1080-NT fibrosarcoma viability, CellTiter-Glo ATP luminescence, 48 h;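 note: NT is the 2HG producing partner of a matched IDH1 knockdown line; potency is the fitted concentration of half-maximal effect; 0% = DMSO-treated cells and -100% = media-only wells without cells; nearly all actives have a fitted effect of over 55% in size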
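Luminescent CellTiter-Glo readout after 48 hours of compound exposure at 37 degrees C defined viability of HT-1080-NT cells. Activity was normalized to DMSO wells and cell-free media wells; concentration-response curves were fitted and assigned curve classes.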
HT1080 IDH1KD tx: kills HT-1080 cells with IDH1 knockdown. HT-1080 IDH1 knockdown viability, ATP luminescence, 48 h. Potency, µM (series often up to 46.1 µM), without a hit: top-dose activity, negative = toxicity, most hits filed as cytotoxic. 360,000 compounds, 2% hits. AID 686971;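 note: potency is the fitted concentration of half-maximal effect; 0% = DMSO wells and -100% = cell-free medium wells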
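HT-1080-IDH1KD cells (IDH1 knocked down), 750/well in RPMI with 5% FBS, treated with compound 48 h at 37 degrees C. Viability by CellTiter-Glo luminescence, normalised to DMSO and no-cell wells; concentration-response curves classed.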
D3 antag: blocks the human D3 dopamine receptor; P35462; D3R cells, DiscoveRx beta-arrestin luminescence, antagonist mode; stronger effect = lower value; max response, negative = inhibition, %; 360,000 compounds, 2.5% hits; AID 652054; in the data active = max response below about -50%; inconclusive = no clear call, values can overlap the other calls; note: % is set by controls: 0 for no effect and ±100 for the full control effect; mostly tested at two doses, the higher about 12 µM
Target sequence (P35462 whole entry, looked up): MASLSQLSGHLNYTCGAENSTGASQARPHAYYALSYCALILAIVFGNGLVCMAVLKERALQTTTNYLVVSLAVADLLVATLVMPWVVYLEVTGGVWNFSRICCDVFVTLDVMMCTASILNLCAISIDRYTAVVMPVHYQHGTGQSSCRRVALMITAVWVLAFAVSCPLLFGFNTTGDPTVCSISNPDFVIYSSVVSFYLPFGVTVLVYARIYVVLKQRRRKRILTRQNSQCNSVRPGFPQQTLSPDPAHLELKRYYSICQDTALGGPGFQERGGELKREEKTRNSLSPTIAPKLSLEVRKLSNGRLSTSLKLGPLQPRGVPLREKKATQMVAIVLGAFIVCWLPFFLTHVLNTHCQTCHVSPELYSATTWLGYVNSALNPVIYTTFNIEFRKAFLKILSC
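Cells plated overnight at 1500 cells/well, then exposed to library compounds with dopamine controls for 90 minutes at 37 degrees C. DiscoveRx reagent added for 30–60 minutes at room temperature; luminescence read, quantitative HTS format.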
GLP1R ag: activates the human GLP-1 receptor. HEK293 GLP-1R CRE-luciferase, luminescence, 4-6 h; cells express a hypersensitive GLP-1R form. P43220. 380,000 compounds, 0.007% hits. Potency, µM (titrated, usually from 45.6 µM), for inactives: at the highest dose activation, hits mostly activators; note: potency is the fitted concentration of half-maximal effect; % of control where 0% means no effect
Target sequence (P43220 whole entry, looked up): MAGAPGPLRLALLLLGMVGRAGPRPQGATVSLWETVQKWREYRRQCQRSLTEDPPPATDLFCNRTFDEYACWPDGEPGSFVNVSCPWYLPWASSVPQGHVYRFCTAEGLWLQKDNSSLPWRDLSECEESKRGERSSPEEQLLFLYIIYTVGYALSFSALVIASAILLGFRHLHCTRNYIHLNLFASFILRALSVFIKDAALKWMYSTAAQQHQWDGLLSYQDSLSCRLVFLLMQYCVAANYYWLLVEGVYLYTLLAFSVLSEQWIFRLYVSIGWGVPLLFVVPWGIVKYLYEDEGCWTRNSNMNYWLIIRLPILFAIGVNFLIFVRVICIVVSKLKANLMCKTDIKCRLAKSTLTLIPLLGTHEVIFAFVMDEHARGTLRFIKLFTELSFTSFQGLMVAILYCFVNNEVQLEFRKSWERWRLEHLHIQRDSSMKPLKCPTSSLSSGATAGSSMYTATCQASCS
D3 ag: D3 dopamine receptor (human) agonism. max activation, %. AID 652048. D3R DiscoveRx beta-arrestin cells, luminescence, 90 min. P35462. 410,000 compounds, 0.58% hits; in the data active = max activation above about 30%; note: 0% is about no effect; mostly tested at two doses, the higher about 12 µM
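Agonist mode: compounds and dopamine controls were applied to plated cells for 90 min at 37 degrees C after an overnight attachment at 1500 cells/well. Luminescent read-out followed 30 - 60 minutes at room temperature with DiscoveRx detection reagent.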
* marks the source's active call; other numbers are inactive results; ? = inconclusive; . = no result given; & = joins results of further samples; [ ] = dose if it differs, or a comment. Unless noted, calls come from the whole dose curve; as a rule, active = well fitted curve in the direction sought with a large enough effect; inconclusive = small, poorly fitted or top-dose-only effect, or another doubt; inactive = no such curve, though single readings can be large; an effect the other way counts as inactive or inconclusive.

compound,D3 ag,IL1B secr inh,GLP1R ag,KB-3-1 cytotox,KB-V1 cytotox,D3 antag,HT1080NT lethal,HT1080 IDH1KD tx,SW480 rerep
O=C(/C=C/c1ccc(N2CCC(c3ccccc3)=N2)cc1)c1ccccc1,-4.3,-94.2*,5.1%,-14.0%,-7.7%,-21.7,9.1%,-9.3%,?
CCCCCn1c(=O)[nH]c2cc(C(=O)NCc3ccccn3)ccc2c1=O,0.8,13.5,4.2%,-1.5%,-7.0%,-3.9,23.9%,14.5%,-3.1%
O=C(NCCCC1CCCC1)C1CCC(=O)N(Cc2ccccc2F)C1 (stereo not drawn),6.1,8.5,6.2%,.,.,10.0,7.9%,-0.7%,2.2%
CCCCNC(=O)C1(C)CCCCN1C(=O)c1ccc(C#N)cc1 (stereo not drawn),-7.4,4.3,-6.0%,0.0%,4.4%,14.7,28.0%,15.1%,.
O=C(O)CC(c1ccccc1)c1ccc2c(c1)OCO2 (stereo not drawn),3.7,0.7,-6.1%,3.1%,-0.7%,40.6,-1.2%,1.6%,.
Cc1ccccc1C1c2[nH]c3ccccc3c2C[C@H]2C(=O)N(C3CC3)CC(=O)N12 (stereo partly drawn),2.6,7.4,10.3%,-1.3%,-0.5%,-5.9,?,-6.9%,-7.1%
COc1ccccc1CCNC(=O)CSc1ccc(-c2ccco2)nn1,0.2,41.5,8.8%,1.8%,?,3.6,0.9%,-1.0%,8.9%
NC(CCc1ccccc1)c1csc(NC(=O)NCCc2ccccc2)n1 (stereo not drawn),0.2,?,-2.5%,?,?,14.8,16.4µM*,16.4µM*,.
COc1ccccc1/C=N\Nc1cn[nH]c(=O)c1Cl,0.8,0.0,8.7%,-27.4%,8.2µM*,-2.8,-28.6%,?,-38.1%[inhibitor]
CC1CCC/C(=N\NC(=O)c2ccncc2)C1 (stereo not drawn),1.3,-12.3,-8.7%,-0.8%,-8.9%,-10.8,-8.0%,-7.6%,2.9%
COc1ccc2oc(C(=O)N3CCN(c4ncccn4)CC3)c(C)c2c1,13.3,13.8,1.1%,-2.9%,-13.2%,8.3,0.0%,7.2%,2.6%
COc1ccccc1-c1ccc(/C=N/O)o1,4.4,-10.3,8.1%,0.9%,-0.4%,-0.2,?,-1.3%,-6.3%
C=CC[C@@H](CC(=O)NCCO)C(=O)NC[C@H](OC(=O)[C@@H](CC=C)CC(=O)OC(C)(C)C)c1ccccc1,-1.2,9.0,-1.3%,?,21.5%,25.6,0.0%,2.8%,-20.8%
Nc1c(-c2cccc(Cl)c2)cnn1-c1cccc([N+](=O)[O-])c1,3.4,0.0,5.9%,21.5%,?,4.1,20.7%,?,-5.3%
Cc1ccc(CN2CCN(/N=C/c3cc(Br)ccc3F)CC2)cc1,-16.0,-25.1,-3.3%,0.0%,-0.2%,-20.6,0.6%,6.0%,-19.8%

2 entries drawn at random from those above:
compound,D3 ag,IL1B secr inh,GLP1R ag,KB-3-1 cytotox,KB-V1 cytotox,D3 antag,HT1080NT lethal,HT1080 IDH1KD tx,SW480 rerep
Cc1ccc(CN2CCN(/N=C/c3cc(Br)ccc3F)CC2)cc1,-16.0,-25.1,-3.3%,0.0%,-0.2%,-20.6,0.6%,6.0%,-19.8%
COc1ccccc1CCNC(=O)CSc1ccc(-c2ccco2)nn1,0.2,41.5,8.8%,1.8%,?,3.6,0.9%,-1.0%,8.9%

Additional results
compound,D3 ag,IL1B secr inh,GLP1R ag,KB-3-1 cytotox,KB-V1 cytotox,D3 antag,HT1080NT lethal,HT1080 IDH1KD tx,SW480 rerep
CCOC(=O)c1sc2nc(C)nc(Nc3ccc(OC)c(OC)c3)c2c1C,0.9,64.1,15.3%,-13.2%,3.1%,3.6,4.8%,20.6%,17.4%
COC(=O)C1CCN(c2cc(Cl)nc(N)n2)CC1,5.0,25.9,3.1%,17.2%,1.0%,0.1,-8.4%,-8.2%,-4.0%
O=C(c1ccc(COc2ccccc2)o1)N1CCN(S(=O)(=O)c2ccccc2Cl)CC1,-0.2,6.7,-1.8%,-7.3%,-12.0%,15.6,-24.2%,-18.2%,-15.1%
CCCOc1ccc(NC(=O)CNC(=O)c2cc(OC)cc(OC)c2)cc1OCCC,-19.5,6.9,11.7%,-3.2%,7.6%,-57.7*,-0.8%,2.4%,-9.5%
Cc1cc(NC(=O)C(C)SCC(=O)OCc2ccc(Cl)cc2Cl)no1 (stereo not drawn),-1.1,30.2,0.2%,5.0%,15.6%,-2.4,10.8%,0.1%,2.7%
CN(NC(=O)COc1ccccc1)C1=NS(=O)(=O)c2ccccc21,0.3,-21.2,-2.0%,-3.1%,-7.5%,-2.4,-2.3%,2.1%,-13.6%
CCCCC(=O)Nc1ccc(C(N)=O)cc1,-7.2,5.8,-6.7%,-3.5%,-18.1%,9.6,-2.4%,-0.5%,-1.4%
COc1ccccc1OCC(=O)OC/C(O)=C(\C#N)c1nc2ccccc2[nH]1,-0.4,44.1,3.7%,-0.4%,-1.0%,12.8,0.8%,3.9%,0.1%
COC(=O)c1ccc2nc(-c3ccc(C#N)cc3)c(Cc3ccsc3)n2c1,0.7,-5.9,3.7%,0.9%,-17.2%,-5.0,-6.3%,-18.6%,.
CC1(C)Cc2c(C#N)c(SCCC#N)nc(N3CCOCC3)c2CO1,-3.1,34.4,23.2%,23.3%,-1.0%,26.7,1.7%,14.4%,0.7%
CCCN(CCC)C(=O)C1CCCN(S(=O)(=O)c2ccc3c(c2)oc(=O)n3C)C1 (stereo not drawn),-1.9&0.7,16.4,-0.9%&0.9%,9.6%&2.8%,-2.7%&-6.0%,5.6,2.8%,21.4%,0.4%
Cc1ccc(C2(C)NC(=O)N(CC(=O)NC(=O)NCCC(C)C)C2=O)cc1 (stereo not drawn),-2.9,-7.8,-1.0%,-3.6%,-13.7%,-9.1,-4.5%,-22.1%,1.3%
CC(C(=O)N1CCOCC1)N1C(=O)C2C3C=CC(C4CC34)C2C1=O (stereo not drawn),5.3,-12.2,-0.4%,1.4%,5.5%,14.4,5.7%,26.2%,-3.3%
CC1=Nc2ccccc2N=C(NC(=O)CSC(=S)N2CCN(C)CC2)C1c1ccccc1 (stereo not drawn),-12.5,4.3,-0.1%,-14.1%,-31.3%,-1.1,-10.4%,-7.7%,-5.1%
CC1CCc2nc3ccccc3c(C(=O)OCC(=O)NC3CCS(=O)(=O)C3)c2C1 (stereo not drawn),0.8,-7.6,13.0%,-8.0%,1.1%,4.5,-25.1%,?,1.0%
Clc1ccc(-c2csc(NNC3=NCCCCC3)n2)cc1,-1.5,-77.2*,-0.6%,?,-5.6%,-78.4*,-2.4%,-5.2%,-6.9%
CC1CCc2c(sc(NC(=O)/C=C/c3cccs3)c2C(=O)O)C1 (stereo not drawn),-6.7,?,-3.8%,18.4µM*,-5.2%,-3.0,1.9%,?,0.9%
CC(NC(=O)/C(C#N)=C/c1ccco1)c1ccccc1 (stereo not drawn),9.5,-21.2,6.0%,0.2%,5.2%,2.6,17.0%,5.7%,0.7%
COc1ccc(C(=O)Nc2cccc(NC(=O)c3ccc(OC)cc3OC)n2)c(OC)c1,13.7,-4.8,17.4%,0.2%,-11.6%,47.7,12.0%,5.6%,0.1%
COc1cc(N)c(Cl)cc1C(=O)OCC(=O)Nc1cccnc1Cl,-2.4,-12.1,7.4%,11.2%,-0.6%,-12.8,-1.4%,-3.6%,-62.3%[inhibitor]
O=C(CCCc1ccccc1)NCCc1ccc(F)cc1,-4.3,-19.7,-3.2%,13.5%,3.5%,-5.1,21.8%,0.8%,-1.6%[9.22 µM]
COc1cc(/C=N/N2CCOCC2)ccc1OCc1ccc(Cl)cc1,5.4,-11.1,15.0%,-13.1%,-2.4%,2.8,1.3%,-1.7%,1.2%
O=C(NCc1ccc(Cl)cc1)c1cccc(NC(=O)c2ccccc2)c1,-1.7,?,-7.6%,?,?,-9.1,-22.9%,-30.5%,-4.4%
COC(=O)C1(C)Nc2ccccc2C(=O)N1c1ccccc1C (stereo not drawn),2.6,-11.2,-5.7%,8.5%,33.8%,5.1,11.0%,-4.3%,-2.4%
O=C(Nc1ccc(C(=O)N2CCCCC2)cc1)C1CC1,1.0,1.6,-1.3%,36.7%,8.2%,23.3,28.5%,22.2%,9.4%[9.22 µM]
COC(=O)c1ccc(CN2C(=O)NC3(CCCc4ccccc43)C2=O)o1 (stereo not drawn),-0.1,12.2,0.3%,16.0%,3.4%,22.8,4.9%,8.2%,1.7%
COc1ccc(/C=N/n2cnc3c([nH]c4ccc(F)cc43)c2=O)cc1CSc1ccccn1,5.1,2.7,5.5%,-16.4%,-2.8%,-5.5,28.5%,24.4%,?
CN1CCCN(C(=O)c2ccc(Br)s2)CC1,-11.8,14.5,-3.2%,-17.7%,-1.2%,-20.8,8.1%,8.7%,2.7%
O=C(CCC1CCCCC1)NCCS(=O)(=O)N1CCN(c2ccccc2)CC1,-4.4,-0.4,-42.5%[inhibitor],-1.9%,?,8.7,1.1%,-0.4%,1.4%
Cc1cc(N2CCOCC2)nc(-c2ccccc2O)n1,1.8,?,19.2%,-26.4%,?,45.7,0.9%,-4.2%,-47.8%[inhibitor]
O=C(CNC(=O)c1sc2ccccc2c1Cl)OCc1ccccc1,1.5,2.1,0.5%,-23.4%,-0.1%,9.9,13.5%,-3.0%,-4.7%
Cc1ccc(NC(=O)c2ccccc2NS(=O)(=O)c2ccc(Cl)s2)cc1S(=O)(=O)N1CCOCC1,-5.1,?,-3.5%,-10.2%,20.6µM*,-16.7,?,?,1.9%
CCCS(=O)(=O)NC(=O)C1(C)CCN(C(=O)c2nc(C)oc2C)C1 (stereo not drawn),3.3,24.4,-6.4%,0.0%,1.8%,14.9,17.2%,7.4%,.
